CFTR F508del cor = F508del CFTR correction, initial screen, CFBE line, single point | CFBE cells, YFP halide quenching; stimulated with forskolin plus potentiator P3; % fluorescence drop versus neutral controls | activity (quench increase), % at 7.58 µM | 350,000 tested, 0.36% active;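 active means mean added fluorescence quench of at least 8% versus neutral control, with both replicates also reaching 8%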;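 further: cells transiently co-express mutant CFTR-F508del with the halide-sensitive YFP; corrector assay measuring rescue of mutant channel to the surface after 24 h compound exposure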
RAD54 inh = inhibitors of human RAD54 branch migration, primary screen, biochemical, fluorescence, single point; DNA repair and recombination protein RAD54-like (Homo sapiens), Q92698; RAD54 Holliday junction branch migration, FAM/BHQ fluorescence; inhibition, % at 10.4 µM; 360,000 tested, 0.14% active;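 active means mean normalized replicate activity at least 40 and at least half of replicates scoring 40 or more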;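 further: 0% = median of neutral control wells and 100% = median of positive control wells; inhibitors cause a drop in the FAM fluorescence signal; in these data hits start at about 50%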
Target sequence (Q92698 whole entry, looked up): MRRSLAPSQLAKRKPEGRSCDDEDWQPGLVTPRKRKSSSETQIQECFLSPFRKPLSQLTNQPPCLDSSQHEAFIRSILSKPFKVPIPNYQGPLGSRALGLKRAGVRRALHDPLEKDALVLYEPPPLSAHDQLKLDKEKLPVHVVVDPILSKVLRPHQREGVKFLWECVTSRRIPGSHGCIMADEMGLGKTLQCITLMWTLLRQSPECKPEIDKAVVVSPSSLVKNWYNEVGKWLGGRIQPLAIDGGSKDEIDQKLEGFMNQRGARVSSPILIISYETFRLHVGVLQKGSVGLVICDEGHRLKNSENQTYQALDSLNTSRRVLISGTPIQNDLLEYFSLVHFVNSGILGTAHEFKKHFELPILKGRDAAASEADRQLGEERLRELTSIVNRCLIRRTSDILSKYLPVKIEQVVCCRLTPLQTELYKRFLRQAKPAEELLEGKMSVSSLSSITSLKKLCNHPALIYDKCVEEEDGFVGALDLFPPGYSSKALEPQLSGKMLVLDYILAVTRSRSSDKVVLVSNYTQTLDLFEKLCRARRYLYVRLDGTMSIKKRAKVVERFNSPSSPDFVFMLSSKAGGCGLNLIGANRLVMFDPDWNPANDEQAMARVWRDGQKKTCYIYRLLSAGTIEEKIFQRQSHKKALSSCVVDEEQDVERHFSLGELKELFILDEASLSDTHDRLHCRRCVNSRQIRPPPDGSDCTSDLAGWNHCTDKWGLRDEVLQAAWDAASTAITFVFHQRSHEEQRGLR
INS-1E GSIS act = GLuc luminescence reporter in INS-1E cells, primary screen for activators of glucose-dependent secretion of insulin; activation, % at 16.6 µM; AID 743287, 2014; 370,000 tested, 0.61% active; INS-1E GLuc reporter insulin secretion, 2-3 h;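 active means lowest replicate activation of at least 40%, so every replicate reaches that level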;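 further: 0% = median of neutral control wells and 100% = median of IBMX positive control wells; some compounds called inactive have numbers as strong as hits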
RAD52 anneal inh = RAD52 DNA annealing inhibitors, primary screen, biochemical, FRET, single point, set 2. DNA repair protein RAD52 homolog (Homo sapiens), P43351. recombinant RAD52 DNA annealing, FRET fluorescence. inhibition, % at 18.7 µM. 360,000 tested, 0.46% active. AID 651710, 2012;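 active means every replicate showing at least 50% inhibition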
esBAF inh = Bmi1 luciferase reporter increase in mESCs, primary screen, esBAF inhibitor project, mouse ES cells, Bmi1 luciferase knock-in, single point; AID 602393, 2012; 24 h; 100% = twice the neutral-well signal; 350,000 tested, 2% active; reporter increase, % at 12.5 µM; in the data active means activation above about 40%;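 further: 0% = median of the plate's neutral control wells and 100% = double that signal; a rise in the Bmi1 reporter signal indicates esBAF inhibition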
ARNT TACC3 PPI = disruptors of ARNT/TACC3 protein interaction, primary screen, biochemical, AlphaScreen, single concentration. AlphaScreen His-ARNT PAS-B/GST-TACC3 binding, luminescence; TACC3 fragment carries E629A point mutation. 390,000 tested, 0.66% active. Transforming acidic coiled-coil-containing protein 3 (Homo sapiens), Q9Y6A5. inhibition, % at 9.99 µM;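 active means mean inhibition of replicates at least 50% and at least half of replicates each reaching 50%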;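 further: 0% = complete ARNT plus TACC3 wells and 100% = ARNT alone without TACC3; many hits fall short of the cut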
XiGFP reactiv = activators of inactive X chromosome reactivation, primary screen, imaging, XiGFP fibroblasts, GFP high-content imaging, set 2; XiGFP mouse fibroblasts, % GFP-positive cells imaging, 3 d; cells co-treated with 5-aza-dC sensitizer; scaled so ellipticine positive control = 100%; activation, % at 7.58 µM; 360,000 tested, 0.055% active;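 active means mean normalized replicate activation at least 10% and every replicate at or above 10%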;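 further: 0% = median of on-plate neutral control wells and 100% = ellipticine 6 µM median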
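System: 68-5-11 XiGFP fibroblast line; Timing: 3 days compound exposure; Compound dosing: one concentration, pinned; Benchmarks: positive control ellipticine, 6 µM final; Buffer or medium: DMEM containing 5-aza-dC.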
ERAP1 HTS inh = human ERAP1 aminopeptidase inhibitors, primary screen, biochemical, single point, plate reader; 340,000 tested, 0.15% active; inhibition, % at 10.7 µM; recombinant ERAP1, Leu-AMC fluorescence, 60 min; Endoplasmic reticulum aminopeptidase 1 (Homo sapiens), Q9NZ08;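 active means mean replicate inhibition of at least 30%, or all replicates individually reaching that 30% level; inactive means mean below 30% and not every replicate reaching it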;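 further: 0% = neutral control wells and 100% = L-leucinethiol positive control wells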
* hit, by the source's call; · = not tested or not shown.

SMILES | CFTR F508del cor | RAD54 inh | INS-1E GSIS act | RAD52 anneal inh | esBAF inh | ARNT TACC3 PPI | XiGFP reactiv | ERAP1 HTS inh
Cc1cc(C(=O)Nc2cccc3c2O[C@H](CN(C)S(C)(=O)=O)[C@H](C)CN([C@@H](C)CO)C3=O)n(C)n1 | -0.2 | 4 | -4 | 14 | -3 | -2 | -0.1 | 2
COc1ccc(CN(C)C[C@@H]2OCCCC[C@@H](C)Oc3ccc(NS(=O)(=O)c4ccc(Cl)cc4)cc3C(=O)N([C@@H](C)CO)C[C@H]2C)cc1 | -1.5 | -3 | -27 | 50 | 1 | 2 | 0.0 | -3
Cc1ccc(S(=O)(=O)NCc2ccc(C(=O)N3CCN(c4ccccc4)CC3)cc2)cc1 | -2.3 | 0 | -8 | -7 | 1 | 0 | 0.0 | 1
c1ccc(CNc2nc(NCCOc3ccccc3)c3sccc3n2)cc1 | -3.2 | -1 | -13 | -12 | -4 | · | -0.1 | -2
CC1CCCCC1NC(=O)Cn1nc(-c2ccccc2)ccc1=O (centres undefined) | 1.2 | · | 2 | -4 | 0 | 2 | · | -2
C[C@@H]1COc2cccc(N3CCC[C@@H]3CO)c2S(=O)(=O)N1 | -5.1 | · | 13 | -20 | · | · | 0.0 | ·
COc1ccc(CCNC2=CC(=O)N(c3ccc(F)cc3)C2=O)cc1 | 3.2 | · | 16 | -14 | · | -2 | 0.0 | 9
Cc1ccccc1OCCn1cc(C(=O)O)c2ccccc21 | 0.7 | · | -14 | -17 | · | · | 0.0 | -8
O=C(O)c1cccc(S(=O)(=O)Nc2ccc(O)c(Sc3nc4ccccc4s3)c2)c1 | 0.3 | · | -1 | -15 | · | -3 | 0.1 | -4
COc1ccc(OC)c(CC(NC(C)=O)C(=O)NC2CCN(c3nnnn3-c3ccccc3)CC2)c1 (centres undefined) | -1.3 | · | 20 | -4 | · | · | -0.1 | 4
O=C(c1[nH]c(C(F)(F)F)nc1-c1ccccc1)N1CCN(CCN2CCOCC2)CC1 | 2.5 | 4 | 2 | -14 | -4 | · | 0.1 | 2
COc1ccc(S(=O)(=O)Nc2ccc3c(c2)C(=O)N([C@@H](C)CO)C[C@H](C)[C@@H](CN(C)Cc2ccc(Cl)c(Cl)c2)OCCCC[C@H](C)O3)cc1 | 5.3 | 0 | -21 | · | -2 | -4 | 0.2 | ·
O=C(NCCCN1CCCC1=O)C(=O)NCC1OCCN1S(=O)(=O)c1ccc(Cl)cc1 (centres undefined) | 0.2 | 5 | 9 | -9 | 1 | 2 | 0.1 | -3
C=CCn1c(CSCc2ccc(Cl)cc2Cl)nnc1SCC(=O)Nc1ccc(C(=O)O)cc1 | -0.2 | -3 | -8 | -13 | -1 | -4 | 0.1 | -10
O=C(Nn1cnnc1)c1csc2ccccc12 | · | 4 | 17 | · | -8 | -17 | · | ·
Cn1c(=NC(=O)CS(=O)(=O)c2ccccc2)sc2cc(F)ccc21 | -1.7 | 5 | -14 | -29 | 37 | · | 0.0 | -1
CCCCc1ccc(NC(=O)CSc2nc(=O)n(CCN3CCOCC3)c3c2CCC3)cc1 | 1.7 | · | -1 | -4 | · | -6 | 0.0 | -1
Cc1ccc(C2=[N+]([O-])C(C)(C)N(O)C2(C)C)cc1 | · | · | · | -13 | · | -2 | 0.3 | -3
O=C(N/N=C\c1c(O)ccc2ccccc12)c1ccc(Cn2cccn2)o1 | · | -9 | 22 | · | · | -10 | 0.5 | ·
CC1=Nc2ccc(C)cc2/C1=C/c1c(N)n2nc(CC(=O)N3CCOCC3)sc2nc1=O | -0.7 | -27 | -6 | -445 | 2 | 9 | 0.0 | 0
COc1cccc(NC(=O)N2C[C@H](O)COC[C@@H]3O[C@H](CC(=O)N(C)C)CC[C@H]32)c1 | -3.6 | -4 | 5 | -5 | 0 | 3 | 0.1 | 0
Cc1ccc(NS(=O)(=O)c2ccc3c(c2)oc(=O)n3C)cc1 | -0.6 | -4 | -10 | -15 | -2 | 5 | 0.0 | -2
CCOC(=O)c1ccc(N2C(=O)CC(N3CCN(C(=O)c4ccccc4)CC3)C2=O)cc1 (centres undefined) | -0.9 | · | -2 | 2 | · | · | 0.0 | 12
CCCN1[C@H](C(=O)NCC2CC2)[C@@H](CO)[C@@H]2Cn3c(ccc(-c4ccccc4)c3=O)[C@@H]21 | 0.2 | -2 | 4 | -12 | -2 | -2 | 0.2 | -1
Cc1ccc(NC(=O)CCN2C(=O)CSC2=O)cc1 | · | -7 | -5 | -1 | -1 | -2 | · | -1
CC(C)(C)NC(=O)C1C(c2ccc(C(F)(F)F)cc2)=Nc2ccccc2N1C(=O)c1cccc(C(F)(F)F)c1 (centres undefined) | -1.8 | · | -32 | -91 | · | · | 0.1 | -1
CC(C)NC(=O)Nc1ccc2c(c1)C(=O)N([C@@H](C)CO)C[C@@H](C)[C@H](CN(C)C(=O)Nc1ccc3c(c1)OCO3)OCCCC[C@@H](C)O2 | 1.7 | -6 | 4 | 15 | 1 | -5 | 0.0 | 2
CCN(CC)Cc1c(C(=O)N/N=C/c2cccc(OCc3cccc(Cl)c3)c2)nnn1-c1nonc1N | -1.4 | -2 | -2 | -8 | 6 | -6 | 0.1 | -3
O=C(C1CCC1)N1CC2(C1)[C@H](c1ccccc1)[C@@H](CO)N2Cc1nccs1 | -0.8 | · | 1 | -27 | · | · | 0.0 | 0
CC(=O)Nc1ccc(Sc2ccccc2C(=O)N2CCCC2)cn1 | 2.6 | · | 3 | -8 | -7 | -2 | 0.0 | 3
Cc1ccc(CN(CC(=O)NC(C)(C)C)C(=O)CNC(=O)c2cccs2)cc1 | -0.2 | · | 1 | -6 | · | 15 | 0.0 | 1
Cc1ccccc1NC(=O)Cn1c(=O)n(CC2CCCO2)c(=O)c2ccccc21 (centres undefined) | -1.4 | 3 | 11 | -9 | -7 | -5 | -0.1 | -2
COc1ccc(C2=NOC(C)(c3nnc(-c4ccccc4)o3)C2)cc1 (centres undefined) | 2.3 | -1 | -3 | · | · | -4 | 0.0 | ·
COc1cc(CC(=O)OCC(=O)N2CCN(C(=O)c3ccco3)CC2)cc(OC)c1OC | -2.6 | 2 | 9 | 6 | -2 | · | 0.0 | -1
CC(C)c1nnc(NC(=O)CN2C(=O)c3ccccc3C2=O)s1 | 2.4 | · | 2 | -5 | 0 | -1 | · | -4
O=C(CN1CCN(S(=O)(=O)c2ccccc2F)CC1)N1CCc2ccccc2C1 | 2.8 | 8 | 18 | -4 | -3 | -9 | 0.0 | -1
CC(C)(C)NC(=O)COc1ccc(CNCc2ccccn2)cc1 | -0.5 | -7 | 4 | -12 | -3 | 24 | 0.4 | 3
CCN1C(=O)C(CC(=O)N2CCN(C(c3ccccc3)c3ccccc3)CC2)N(CC)C1=O (centres undefined) | · | -17 | -11 | · | -1 | -15 | · | ·
COc1ccccc1OCC(=O)NNC(=O)C1CCN(c2ncnc3sc(C)c(C)c23)CC1 | -1.3 | -1 | 1 | -3 | -8 | -2 | 0.0 | -4
CC(C)CN(C(=O)Cn1c(C(F)(F)F)nc2ccccc21)c1c(N)n(Cc2ccccc2)c(=O)[nH]c1=O | 3.7 | -2 | -18 | -17 | 4 | 5 | 0.1 | 2
COc1ccc(N/N=C(\C#N)C(N)=O)cc1 | · | · | -3 | -8 | · | · | 0.6 | 2
C[C@@H]1CCCCO[C@@H](CN(C)C(=O)C2CCCCC2)[C@@H](C)CN([C@H](C)CO)C(=O)c2cc(NC(=O)CCC(F)(F)F)ccc2O1 | -1.3 | 6 | 5 | 0 | 13 | -4 | 0.1 | 0
Cc1onc(-c2c(F)cccc2Cl)c1C(=O)Nc1cccc(Cn2cccn2)c1 | · | 1 | -13 | · | 19 | -3 | · | ·
COC(=O)C1=NNCC12CC(=O)N(c1ccc(Br)cc1)C2=O (centres undefined) | 2.2 | · | -15 | -15 | · | 6 | -0.1 | 1
CC(C)c1ccc(NC(=O)CSc2ncccc2C(=O)Oc2cccc([N+](=O)[O-])c2)cc1 | · | · | 7 | 10 | · | -3 | -0.2 | -5
CCOc1ccccc1NC(=O)[C@@H](NC(=O)c1cccc(S(=O)(=O)N2CCOCC2)c1)C(C)C | -1.7 | 4 | -6 | -14 | -4 | 1 | 0.1 | 0
CCCNC(=O)Nc1ccc2c(c1)OC[C@H](C)N(S(C)(=O)=O)C[C@@H](C)[C@H](OC)CN(C)C2=O | -4.8 | · | 4 | 4 | · | · | 0.2 | 3
CCOc1cc(N2CCOCC2)c(OCC)cc1NC(=O)COC(=O)CCOc1ccc(C)cc1 | 2.7 | 2 | 2 | -3 | 5 | -4 | -0.1 | -1
Clc1nc(Nc2ccc(N3CCOCC3)cc2)c2ccccc2n1 | 0.2 | · | 8 | 8 | · | 14 | 0.6 | 2
C[C@@H]1CN([C@H](C)CO)C(=O)c2cc(NC(=O)NC3CCCCC3)ccc2O[C@@H](C)CCCCO[C@@H]1CN(C)C(=O)c1ccncc1 | 2.3 | -12 | 12 | · | 3 | 6 | -0.5 | ·
CCc1ccc(CN(C)C(=O)c2cc(COc3cc(C)c(Cl)c(C)c3)on2)nc1 | -4.2 | -8 | · | -17 | 11 | -5 | 0.0 | 1
CCOc1ccc(C(=O)NC2=NCCS2)cc1 | -1.8 | · | 35 | -3 | · | · | 0.1 | 0
O=[N+]([O-])c1cc(CN2CCN(c3ccccc3)CC2)c(O)c2ncccc12 | · | · | -8 | 1 | -40 | 8 | 1.9 | 2
O=C(c1cnn(-c2ccccc2)c1)c1cc(Br)ccc1O | -1.2 | 4 | 1 | 1 | 5 | · | 0.0 | 1
COc1ccc(NC(=O)c2ccc(COc3ccccc3)o2)c(OC)c1 | -1.3 | -6 | 7 | -1 | -2 | 0 | 0.0 | -5
Cc1onc(-c2c(F)cccc2Cl)c1C(O)c1ccc(F)cc1 (centres undefined) | -0.8 | -4 | -1 | -13 | · | · | 0.4 | 1
CCOC(=O)C(NC(C)=O)C(=O)Nc1ccc(C(C)(C)C)cc1 (centres undefined) | -1.7 | · | 9 | -3 | -7 | -14 | 0.2 | -2
CCN(CC(=O)Nc1ccc(NC(C)=O)cc1)C(=O)C12CC3CC(CC(Cl)(C3)C1)C2 | -2.2 | 17 | 1 | -6 | 0 | -2 | 0.1 | 2
Nc1c(N(CCO)C(=O)c2ccccc2OCc2ccccc2Cl)c(=O)[nH]c(=O)n1Cc1ccccc1 | -2.5 | -1 | 7 | -13 | 12 | 3 | 0.1 | -9

In a second layout: results already given.
Cc1onc(-c2c(F)cccc2Cl)c1C(=O)Nc1cccc(Cn2cccn2)c1
  CFTR F508del cor = ·	RAD54 inh = 1	INS-1E GSIS act = -13	RAD52 anneal inh = ·	esBAF inh = 19	ARNT TACC3 PPI = -3	XiGFP reactiv = ·	ERAP1 HTS inh = ·

COC(=O)C1=NNCC12CC(=O)N(c1ccc(Br)cc1)C2=O (centres undefined)
  CFTR F508del cor = 2.2	RAD54 inh = ·	INS-1E GSIS act = -15	RAD52 anneal inh = -15	esBAF inh = ·	ARNT TACC3 PPI = 6	XiGFP reactiv = -0.1	ERAP1 HTS inh = 1

CC(C)c1ccc(NC(=O)CSc2ncccc2C(=O)Oc2cccc([N+](=O)[O-])c2)cc1
  CFTR F508del cor = ·	RAD54 inh = ·	INS-1E GSIS act = 7	RAD52 anneal inh = 10	esBAF inh = ·	ARNT TACC3 PPI = -3	XiGFP reactiv = -0.2	ERAP1 HTS inh = -5

Screens deposited in PubChem BioAssay by Broad Institute.
